# pAkt inh = HTS Assay for Inhibitors of Akt Phophorylation: Primary Screen. Neuro2A IGF-stimulated pAkt S473 HTRF, 20 min; active compounds read low. activity change, % for hits at 50 µM. 0.32% of 360,000 active. AID 651550, 2012; in the data active = activity change below about -80%; inconclusive = mostly about -51% to -80%; also: % is scaled to controls: 0 for no effect and ±100 for the full control effect
#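 Neuro2A cells (4,500/well, DMEM with 0.5% FBS) were treated with compound at a single 50 µM final concentration, stimulated with 6 nM IGF for 20 min at 37 °C, and lysed. Phospho-Akt Ser473 was read by HTRF as 665/615 ratio ×10^4.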
# CCT chaperon mod = High-Throughput Screening for Modulators of Cytosolic Chaperonin Activity; purified chaperonin ATPase assay, HTRF ADP detection, 30 min; 0.3% of 360,000 active; activity change, % (concentration not given with the values), hits read low; in the data active = activity change below about -30%; also: % is scaled to controls: 0 for no effect and ±100 for the full control effect
#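 Enzyme 40 or 20 nM (batch-dependent) in Tris pH 7.4/KCl/MgCl2/DTT; cpd 76 uM single point; ATP 10 uM; 30 min 37 °C; Transcreener ADP HTRF detection, 30 min RT; ratio 665/615.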
# TGFb inhibitor = qHTS for Inhibitors of TGF-b. HepG2 CAGA-GFP TGF-b/SMAD3 reporter, GFP fluorescence, 18 h; TGF-beta stimulated, 500 pg/mL final. Potency, µM (titrated, usually from 46.1 µM), without a hit: at the top dose activity, negative = inhibition, actives largely listed as inhibitors. 1.2% of 410,000 active. AID 588855, 2011; also: potency is read from the fitted curve at half-maximal effect; % is scaled to controls: 0 for no effect and ±100 for the full control effect; nearly all actives have a fitted effect of over 65% in size
#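 Using HEPG2 CAGA-GFP reporter cells at 1000 cells/well, we pinned test compounds, stimulated with recombinant TGF-beta (500 pg/mL final) and measured total well GFP after 18 h.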
# Mm-Cpn inhibitor = Inhibitors of TCP-1 ring complex (TRiC) of Methanococcus maripaludis (MmCpn): qHTS; Chaperonin Mm-Cpn (Methanococcus maripaludis); purified Mm-Cpn ATPase, ADP Transcreener TR-FRET; Potency, µM (doses to about 76.9 µM), for the others: at the top dose activity, negative = inhibition, most hits filed as inhibitors; 0.031% of 330,000 active; AID 504842, 2011; also: potency is read from the fitted curve at half-maximal effect; % is scaled to controls: 0 for no effect and ±100 for the full control effect; nearly all actives have a fitted effect of over 80% in size
#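 Reaction buffer contained 30 mM Tris pH 7.4, 100 mM KCl, 5 mM MgCl2 and 1 mM DTT. Mm-CPN (25 nM final) hydrolysed 10 uM ATP over 30 min at 37°C; ADP was read by HTRF.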
# ATXN viability = Viability Counterscreen for Primary qHTS for Inhibitors of ATXN expression; Potency, µM (series often up to 56.7 µM), usual class: cytotoxic; 0.49% of 400,000 active; S2 cells (HEK-293 line with an ATXN2-luciferase reporter) viability, CellTiter-Fluor protease fluorescence, 24 h; also: potency is read from the fitted curve at half-maximal effect; nearly all actives have a fitted effect of over 40% in size
# Nrf2 block = Nrf2 qHTS screen for inhibitors. Potency, µM (series often up to 46 µM), for inactives: top-dose activity change, negative = inhibition, hits mostly inhibitors. 2.1% of 360,000 active. A549 ARE-Fluc reporter, luciferase luminescence, 18-24 h; also: potency is read from the fitted curve at half-maximal effect; % is scaled to controls: 0 for no effect and ±100 for the full control effect; nearly all actives have a fitted effect of over 60% in size
#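 A549 ARE_Fluc cells, 5000/well, 5% FBS OPTI-MEM; compounds in dose-response, 18-24 h at 37 °C/5% CO2; CellTiter-Fluor viability read (Ex 405/Em 525), then BugLite luciferase luminescence = Nrf2 activity.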
# HepG2 tox = qHTS for Inhibitors of TGF-b: Cytotox Counterscreen; 0.76% of 410,000 active; Potency, µM (top dose mostly 46.1 µM), inactives show at the top dose activity change, negative = cytotoxicity, actives largely listed as cytotoxic; HepG2 CAGA-GFP viability, ATP luminescence, 18 h; also: potency is read from the fitted curve at half-maximal effect; some results filed as inactive show a strong effect at the top dose
#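 HepG2 CAGA-GFP cells (1000/well, DMEM with 1% FBS) received compound, then TGF-beta at 500 pg/mL final, and were incubated 18 hours at 37 degrees C. Viability was read by CellTiter-Glo luminescence. Media-only wells were set as complete cell-killing and DMSO as no toxicity.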
# A549 tox = Nrf2 qHTS screen for inhibitors: counterscreen for cytotoxicity | A549 ARE-Fluc cells, CellTiter-Fluor viability, 18-24 h | 0.16% of 390,000 active | Potency, µM (titrated, usually from 46 µM), without a hit: at the top dose activity change, negative = cytotoxicity, most hits filed as inhibitors; also: potency is read from the fitted curve at half-maximal effect; % is scaled to controls: 0 for no effect and ±100 for the full control effect
#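 Cytotoxicity counterscreen: CellTiter-Fluor fluorescence was measured in A549 ARE_Fluc cells after 18-24 h of compound exposure in a concentration series. The subsequent BugLite luminescent read reports ARE-luciferase activity.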
# Nrf2 activator = qHTS of Nrf2 Activators | 0.31% of 410,000 active | Potency, µM (highest dose often 46.1 µM), inactives show at the highest dose activation, actives largely listed as activators | AREc32 ARE-luciferase reporter (MCF7-derived line), luminescence, 24 h; also: potency is read from the fitted curve at half-maximal effect; % of control where 0% means no effect; nearly all actives have a fitted effect of over 65% in size
#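 ARE activation measured as luciferase luminescence (Steady-Glo, 30 min RT) in AREc32_Fluc cells after 24 hr compound exposure at 37 deg C, 5% CO2; cells seeded overnight at 1000/well in OPTI-MEM, 5% FBS.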
# * marks the source's active call; other numbers are inactive results; i = inactive; ? = inconclusive; / = no result given; & = joins results of further samples; [ ] = dose if it differs, or a comment. Unless noted, calls follow the shape of the dose curve; as a rule, active = well fitted curve in the direction sought with a large enough effect; inconclusive = small, poorly fitted or top-dose-only effect, or another doubt; inactive = no such curve, though single readings can be large; an effect the other way counts as inactive or inconclusive.
# Start of the listing, in advance:
# Every second line gives: pAkt inh, CCT chaperon mod, TGFb inhibitor, Mm-Cpn inhibitor, ATXN viability, Nrf2 block, HepG2 tox, A549 tox, Nrf2 activator
- O=P(O)(CP(=O)(c1ccccc1)c1ccccc1)c1ccccc1O
 : /, -0.1, 11%, -1%, i, 5%, -1%, -21%, -0.7%
- CCN(CC)CCCN1C(=O)C(=O)/C(=C(/O)c2ccccc2)C1c1cc(OC)ccc1OC (stereo unspecified)
 : i, 0.3, -33%, -1%, ?, -5%, 1%, 1%, -0.5%
- CCOc1ncccc1C(=O)N1CCN(S(=O)(=O)c2ccccc2)CC1
 : i, 2.5, -26%, -2%, i, 6%, -20%, -1%, 0.3%

# The listing, from the first entry:
# Every second line gives: pAkt inh, CCT chaperon mod, TGFb inhibitor, Mm-Cpn inhibitor, ATXN viability, Nrf2 block, HepG2 tox, A549 tox, Nrf2 activator
- O=P(O)(CP(=O)(c1ccccc1)c1ccccc1)c1ccccc1O
 : /, -0.1, 11%, -1%, i, 5%, -1%, -21%, -0.7%
- CCN(CC)CCCN1C(=O)C(=O)/C(=C(/O)c2ccccc2)C1c1cc(OC)ccc1OC (stereo unspecified)
 : i, 0.3, -33%, -1%, ?, -5%, 1%, 1%, -0.5%
- CCOc1ncccc1C(=O)N1CCN(S(=O)(=O)c2ccccc2)CC1
 : i, 2.5, -26%, -2%, i, 6%, -20%, -1%, 0.3%
- CN1C(=O)CSc2ccc(NC(=O)NCCC3=CCCCC3)cc21
 : i, -0.3, 4%, 2%, i, ?, -25%, ?, -0.3%
- COc1ccc(Cc2nnc(NC(=O)Nc3ccccc3)s2)cc1OC
 : i, -3.5, ?, -2%, i, -27%, -9%, 5%, -0.4%
- Cn1c(NCCN(CCO)CCCc2ccc([N+](=O)[O-])cc2)cc(=O)n(C)c1=O
 : i, -1.7, 3%, /, i, -23%, -4%, 7%, 0.3%
- CCOC(=O)c1cccc(NC(=O)c2cc(S(=O)(=O)N3CCCC3)cn2C)c1
 : /, /, -30%, /, /, ?, -17%, 3%, -0.3%
- COc1ccc(N2CCN(S(=O)(=O)c3ccc(Br)s3)CC2)cc1
 : /, -1.4, -3%, -5%, /, -30%, 3%, -8%, 0.1%
- COc1cccc(SCc2noc(C(=O)NCCCN3CCOCC3)c2C(=O)NCCCN2CCOCC2)c1
 : i, -0.2, 19%, /, i, 7%, 8%, 3%, -0.6%
- O=C(NCCN1CCOCC1)C1CC(=O)N(c2ccc(Cl)cc2)C1 (stereo unspecified)
 : i, -3.0, 8%, 2%, i, -27%, -33%, 0%, -0.7%

# More records
# Every second line gives: pAkt inh, CCT chaperon mod, TGFb inhibitor, Mm-Cpn inhibitor, ATXN viability, Nrf2 block, HepG2 tox, A549 tox, Nrf2 activator
- COc1ccc(CSc2nc3ccncc3n2CC(=O)Nc2ccc(C)c(F)c2)cc1
 : /, /, ?, /, i, 21%, -9%, 1%, 8.3%
- CCOc1ccc(NC(=O)c2oc3ccccc3c2NC(=O)COc2cccc(OC)c2)cc1
 : /, /, 16%, /, i, -9%, 2%, 3%, 0.2%
- COc1ccccc1C(=O)N1CCN(S(=O)(=O)Cc2ccccc2)CC1
 : i, 6.7, 3%, 0%, i, 10%, -1%, 3%, -0.2%
- CS(=O)(=O)N1CCC(N2CCN(Cc3ccc(F)cc3)C(=O)C2=O)CC1
 : /, /, -2%, /, i, ?, 3%, -5%, 0.3%
- CCOc1ccc2ncc(S(=O)(=O)c3ccccc3)c(N3CCN(c4ccccc4)CC3)c2c1
 : i, 0.8, 3%, /, i, -7%, -4%, -7%, -0.6%
- Cc1ccc(F)cc1NC(=O)COC(=O)c1ccc2ncsc2c1
 : i, -1.9, -2%, -14%, i, 2%, -13%, 3%, 0.6%
- COCCNC(=O)CCn1c(=O)c2cc(OC)c(OC)cc2n(CC(=O)Nc2ccc(F)c(Cl)c2)c1=O
 : /, /, -12%, /, i, 2%[9.27 µM], -20%, 2%, -1.0%
- COc1ccccc1C(=O)OCC(=O)c1cccc([N+](=O)[O-])c1
 : i, 2.3, -1%, 2%, i, 12%, 0%, -1%, 2.7%
- O=[N+]([O-])c1ccc(O)c(/C=N/n2c(CO)nc3ccccc32)c1
 : i, -0.3, 0%, 1%, i, 10%, -21%, -1%, 2.2%
- O=C(NC(=O)c1ccccc1Cl)C(=O)Nc1ccc(Cl)cc1
 : i, 15, -1%, 0%, /, 9%, 5%, -2%, -0.2%

# Results in TGFb inhibitor, HepG2 tox and Nrf2 activator (3 entries from above):
canonical_smiles,TGFb inhibitor,HepG2 tox,Nrf2 activator
CS(=O)(=O)N1CCC(N2CCN(Cc3ccc(F)cc3)C(=O)C2=O)CC1,-2%,3%,0.3%
CCOc1ccc2ncc(S(=O)(=O)c3ccccc3)c(N3CCN(c4ccccc4)CC3)c2c1,3%,-4%,-0.6%
Cc1ccc(F)cc1NC(=O)COC(=O)c1ccc2ncsc2c1,-2%,-13%,0.6%

# Next part
# Every second line gives: pAkt inh, CCT chaperon mod, TGFb inhibitor, Mm-Cpn inhibitor, ATXN viability, Nrf2 block, HepG2 tox, A549 tox, Nrf2 activator
- COC(=O)Cc1n[nH]c(=S)[nH]c1=O
 : /, -3.7, -11%, -1%, i, 9%, -15%, -12%, -0.3%
- Cc1cccc(NC(=O)/C(=C\c2cccs2)NC(=O)c2ccccc2)c1
 : i, -6.5, -27%, 1%, i, 4%, -45%, 3%, -0.1%
- COc1ccc(OC)c(NC(=O)COC(=O)c2ccc(OC)c(S(=O)(=O)N3CCOCC3)c2)c1
 : i, 0.9, 0%, -1%, /, 3%, -3%, 2%, -0.8%
- CC(=O)Oc1ccc2c(c1)OC(c1ccccc1)CC21CC(C)(C)NC(=S)N1 (stereo unspecified)
 : i, 1.5, 3%, 0%, i, -23%, 1%, 1%, -0.4%
- Cc1ccc(C)c(N2CCN(S(=O)(=O)c3ccc4c(c3)CC(=O)N4C)CC2)c1
 : i, 0.0, ?, 0%, i, 9%&2%, -1%&-8%, -1%&7%, -0.3%&0.1%
- O=C(NCc1ccco1)c1ccc(CS(=O)c2ccccc2Cl)o1 (stereo unspecified)
 : i, -0.8, -2%, /, i, /, 5%, /, 4.3%
- O=C(CCN1C(=O)COc2ccccc21)NCCCN1CCc2ccccc2C1
 : i, -0.2, -23%, 3%, i, 10%, -14%, 19%, 0.0%
- CCOC(=O)NC(=O)C(=CNc1cccc(C)c1)C(=O)NC(=O)OCC
 : i, 2.5, -12%, 1%, i, 3%, -34%, 2%, 0.0%
- CCOC(=O)c1c(N)sc(C(C)=O)c1C
 : i, -0.9, ?, -2%, i, 2%, -19%, 0%, 3.3%
- CCOC(=O)c1c(C(F)(F)F)nc2ncccn12
 : i, -3.1, 2%, 1%, i, -19%, 2%, -4%, -0.6%

# Next compounds
# Every second line gives: pAkt inh, CCT chaperon mod, TGFb inhibitor, Mm-Cpn inhibitor, ATXN viability, Nrf2 block, HepG2 tox, A549 tox, Nrf2 activator
- COC(=O)c1n[nH]n(-c2ccccc2)c1=O
 : /, /, 0%, /, i, 0%, -15%, -9%, 0.2%
- Cc1cccn2c(=O)c(/C=C(\C#N)S(=O)(=O)c3ccccc3)c(N3CCN(Cc4ccccc4)CC3)nc12
 : i, -0.6, 6%, 1%, i, -8%, -3%, 0%, -0.3%
- Cc1ccc(NC(=O)Cn2ccc([N+](=O)[O-])n2)cc1Cl
 : i, -1.9, -5%, 1%, i, -5%, -11%, -5%, -0.8%
- O=C(Nc1ccc(OC(F)(F)F)cc1)c1[nH]ncc1[N+](=O)[O-]
 : i, -1.6, 11µM*, 4%, i, 7.3µM*, -37%, ?, ?
- O=C(O)CCc1ccc(-c2ccc(Br)cc2)o1
 : i, -0.6, 0%, -12%, i, -21%, -62%, /, ?
- COc1ccc(CCN=C(N)NS(=O)(=O)c2ccccc2)cc1
 : i, 0.3, ?, 4%, i, 8%, -18%, 11%, 0.1%
- CCOC(=O)C1(C)CCN1C(=O)c1ccccc1Br (stereo unspecified)
 : i, -0.2, -1%, /, i, /, -11%, /, 0.3%[9.22 µM]
- Cc1cccc(C)c1NC(=O)CCS(=O)(=O)c1ccc2c(c1)n(C)c(=O)c(=O)n2C
 : /, /, /, /, /, 7%, -8%, 3%, 0.2%
- CCCCN1C(=O)C(O)=C(C(C)=O)C1c1ccccc1[N+](=O)[O-] (stereo unspecified)
 : i, 2.4, 1%, -1%, ?, 3%, 14%, -3%, 0.3%
- COc1ccc(NC(=O)Nc2cc(C(C)(C)C)on2)cc1OC
 : i, 0.3, -6%, 1%, i, -25%, -11%, 0%, -0.5%

# Other entries
# Every second line gives: pAkt inh, CCT chaperon mod, TGFb inhibitor, Mm-Cpn inhibitor, ATXN viability, Nrf2 block, HepG2 tox, A549 tox, Nrf2 activator
- Cc1ccc(-c2csc(NC(=O)c3c(C)noc3C)n2)cc1C
 : i, 2.5, -24%, -22%, i, ?, -38%, -2%, -0.8%
- Cc1nc(S(=O)(=O)c2ccc(Cl)cc2)nc2c1CCC2
 : i, -5.7, -2%, 1%, i, 1%, -5%, -12%, -0.4%
- Clc1ccccc1C(c1ccccc1)(c1ccccc1)n1ccnc1
 : i, 0.5, ?, 1%, ?, ?, 20µM*, 5%, 3.5%
- CCc1ccc2occ(CC(=O)Nc3c(C(=O)Nc4ccc(OC)cc4)oc4ccccc34)c2c1
 : /, /, -1%, /, i, ?, -23%, -7%, 0.1%
- CCOc1ccc(NC2CCN(C(C)=O)CC2)cc1
 : i, -1.4, -2%, 0%, i, 17%, -38%, 3%, -1.0%

# Screening data as filed in PubChem.
